Bioassay records deposited in PubChem by National Center for Advancing Translational Sciences (NCATS).
TrxR1 substrate: substrates of rat thioredoxin reductase 1; Potency, µM (titrated, usually from 114 µM), without a hit: top-dose activity change, negative = substrate turnover; 390,000 tested, 0.01% active; O89049; purified TrxR1 substrate turnover, NADPH consumption readout; AID 588456; further: potency means the concentration at half of the fitted maximal effect; on the % scale 0 is the no-effect control and ±100 the full control effect; nearly all actives have a fitted effect of over 50% in size
Target sequence (O89049 whole entry, looked up): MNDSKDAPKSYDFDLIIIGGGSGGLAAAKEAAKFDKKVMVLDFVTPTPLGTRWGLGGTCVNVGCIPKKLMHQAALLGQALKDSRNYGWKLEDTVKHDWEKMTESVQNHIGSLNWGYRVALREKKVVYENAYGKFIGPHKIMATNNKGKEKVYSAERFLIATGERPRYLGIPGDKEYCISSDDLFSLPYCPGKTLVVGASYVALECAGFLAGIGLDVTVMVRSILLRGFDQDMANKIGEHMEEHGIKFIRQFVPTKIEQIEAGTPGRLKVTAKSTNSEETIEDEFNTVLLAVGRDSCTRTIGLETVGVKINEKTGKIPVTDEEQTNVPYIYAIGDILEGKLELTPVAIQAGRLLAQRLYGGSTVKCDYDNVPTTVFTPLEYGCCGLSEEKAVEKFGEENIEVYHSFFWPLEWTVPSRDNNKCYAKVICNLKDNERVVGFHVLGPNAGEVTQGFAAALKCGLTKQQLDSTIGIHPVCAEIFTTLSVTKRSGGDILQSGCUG
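Rat TrxR1, dispensed at 90 nM, was prereduced with 400 uM NADPH (final) for 5 min at ~22 deg C, then incubated with compound 15 min before 400 uM selenite. A first-read NADPH fluorescence drop versus no-compound background flagged substrates.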
IDH1 R132H inh: human IDH1 R132H inhibition. O75874. IDH1-R132H enzyme, NADPH consumption, diaphorase/resazurin fluorescence. Potency, µM (highest dose often 76.6 µM), for the others: at the top dose activity change, negative = inhibition, actives largely listed as inhibitors. 390,000 tested, 0.093% active; further: potency means the concentration at half of the fitted maximal effect; on the % scale 0 is the no-effect control and ±100 the full control effect; nearly all actives have a fitted effect of over 65% in size
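IDH1-R132H (0.5 ug/mL dispensed) in pH 7.5 Tris buffer was preincubated 30 min with compound, then given a substrate mix of 0.016 mM NADPH and 2 mM alpha-KG for 80 min at room temperature; remaining NADPH was read by diaphorase/resazurin fluorescence.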
Vif-A3F inh: Vif-A3F binding inhibition | AID 602313 | HeLa A3F-eYFP + Vif (tagged APOBEC3F with the HIV-1 protein that degrades it), YFP fluorescence increase | Potency, µM (series often up to 46.1 µM), without a hit: at the highest dose activity, negative = active | 390,000 tested, 0.2% active; further: potency means the concentration at half of the fitted maximal effect; % of control where 0% means no effect; nearly all actives have a fitted effect of over 65% in size
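Fluorescence increase (Ex 488/Em 500-530) after overnight compound treatment at 37 deg C flags inhibition of Vif-driven A3F-eYFP loss in stable HeLa A3F-eYFP/Vif cells seeded overnight beforehand.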
RGS4 inh: blocks human RGS4-accelerated GTP hydrolysis | P49798 | Transcreener GDP fluorescence polarization, RGS4-accelerated GTP hydrolysis | 390,000 tested, 0.039% active | Potency, µM (top dose mostly 114 µM), for inactives: top-dose activity change, negative = inhibition, usual class: inhibitors; further: potency means the concentration at half of the fitted maximal effect; on the % scale 0 is the no-effect control and ±100 the full control effect; nearly all actives have a fitted effect of over 75% in size; some results filed as inactive show a strong effect at the top dose
Target sequence (P49798 whole entry, looked up): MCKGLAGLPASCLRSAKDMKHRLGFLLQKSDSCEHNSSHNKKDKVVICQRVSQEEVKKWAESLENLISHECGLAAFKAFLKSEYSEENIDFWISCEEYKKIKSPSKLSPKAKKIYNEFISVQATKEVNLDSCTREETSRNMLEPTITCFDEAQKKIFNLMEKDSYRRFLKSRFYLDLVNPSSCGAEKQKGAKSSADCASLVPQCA
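MLSMR compounds (23 nl, pin-transferred) preincubated 10 min at room temperature with a 500nM (2x) first reagent, then RGS4 at 900nM (2x) plus Transcreener GDP mix added; fluorescence polarization (620/688 nm) read before and after 90 min at 30 °C.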
LDHA block: LDHA (human) enzyme inhibition; activity change, % (values are at about 110 or 230 µM); 480,000 tested, 0.15% active; purified LDHA, NADH/diaphorase-resazurin fluorescence; hits give low values; in the data active means activity change below about -30%; inconclusive means mostly about -25% to -30%;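 further: plate controls were DMSO wells for no effect and wells without enzyme for full effect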
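Human LDH5 at 2 nM final in Tris HCl pH 7.4 with 0.06 mM NADH and 0.2 mM pyruvate, reacted 5 minutes at room temperature. Remaining NADH coupled via diaphorase/resazurin; resorufin fluorescence read at 0 and 20 minutes, normalized to enzyme-free and DMSO wells.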
rTrxR1 inhibitor: rat TrxR1 inhibition; recombinant rTrxR1, NADPH fluorescence consumption, selenite substrate; Potency, µM (doses to about 114 µM), inactives show top-dose activity change, negative = inhibition, hits mostly inhibitors; O89049; 390,000 tested, 1% active; further: potency means the concentration at half of the fitted maximal effect; on the % scale 0 is the no-effect control and ±100 the full control effect; nearly all actives have a fitted effect of over 65% in size
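Rat TrxR1 (90 nM in the dispensed reagent) was pre-reduced with 400 uM NADPH for 5 min at room temperature, then incubated with compound for 15 min. After 400 uM selenite was added, NADPH fluorescence (Ex 340/Em 450 nm) was followed for 8 min.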
Vif-A3G inh: blocks the Vif interaction with human APOBEC3G; Q9HC16; HeLa A3G-eYFP + Vif (tagged APOBEC3G with the HIV-1 protein that degrades it), YFP fluorescence, overnight; Potency, µM (top dose mostly 46.1 µM), without a hit: at the top dose activity, negative = active, hits mostly inhibitors; 410,000 tested, 0.076% active; AID 602310;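 further: potency means the concentration at half of the fitted maximal effect; on the % scale 0 is the no-effect control and ±100 the full control effect; nearly all actives have a fitted effect of over 60% in size; hits raise eYFP signal because A3G escapes Vif-driven loss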
Target sequence (Q9HC16 whole entry, looked up): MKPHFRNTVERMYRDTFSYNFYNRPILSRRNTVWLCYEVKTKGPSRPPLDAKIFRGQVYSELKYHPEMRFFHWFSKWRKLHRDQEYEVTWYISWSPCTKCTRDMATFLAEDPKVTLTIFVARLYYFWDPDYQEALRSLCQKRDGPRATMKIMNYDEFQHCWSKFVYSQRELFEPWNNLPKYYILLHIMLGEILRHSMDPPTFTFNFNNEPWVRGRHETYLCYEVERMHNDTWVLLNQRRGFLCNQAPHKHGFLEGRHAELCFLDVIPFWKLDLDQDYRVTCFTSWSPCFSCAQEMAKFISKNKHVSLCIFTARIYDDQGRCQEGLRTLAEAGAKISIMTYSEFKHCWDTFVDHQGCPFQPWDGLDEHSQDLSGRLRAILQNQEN
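HeLa cells stably expressing Vif and C-terminally eYFP-tagged A3G, seeded overnight at 37 deg C, then exposed to compound by pintool overnight at 37 deg C. Rise in yellow fluorescence (Ex 488/Em 500-530, Acumen) marks blocked Vif-driven A3G degradation.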
Glioma ERSR ind: ER stress response induction in glioma; U87-MG GRP78 promoter luciferase reporter, 16 h; Potency, µM, inactives show at the top dose activation, actives largely listed as activators; 420,000 tested, 0.02% active; AID 602332; further: potency means the concentration at half of the fitted maximal effect; series mostly up to about 76 µM; % of control where 0% means no effect; nearly all actives have a fitted effect of over 35% in size
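Stably transfected U87-MG human glioma cells carrying a GRP78-based luminescent sensor were seeded at 1000 cells/well, pin-dosed with compounds and incubated 16 h. Luciferase reagent was then added, and end-point luminescence was read after 10 min at room temperature.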
USP1 inh: blocks the human USP1/UAF1 deubiquitinase complex | O94782 | recombinant USP1/UAF1, Ub-Rhodamine cleavage fluorescence | Potency, µM (top dose mostly 57.1 µM), for the others: at the highest dose activity change, negative = inhibition, most hits filed as inhibitors | 390,000 tested, 0.23% active | AID 743255; further: potency means the concentration at half of the fitted maximal effect; on the % scale 0 is the no-effect control and ±100 the full control effect; nearly all actives have a fitted effect of over 60% in size; inactives centre near -12
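1 nM enzyme complex + cpd, 15 min RT; start with Ub-Rho 150nM final; kinetic fluorescence ex 480/em 540, 6 reads q60 s. Buffer 50mM HEPES pH 7.8, 0.5mM EDTA, 0.1 mg/ml BSA, 1mM TCEP, 0.01% Tween-20.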
The depositor's hits bear a star; u = inconclusive; x = not tested or not shown; & = joins results of further samples; [ ] = dose if it differs, or a comment. Unless noted, the call rests on the fitted dose curve; in most records, active means well fitted curve in the direction sought with a large enough effect; inconclusive means small, poorly fitted or top-dose-only effect, or another doubt; inactive means no such curve, though single readings can be large; an effect the other way counts as inactive or inconclusive. An excerpt (hit frequency here may not be typical).

Screens in order – TrxR1 substrate, IDH1 R132H inh, Vif-A3F inh, RGS4 inh, LDHA block, rTrxR1 inhibitor, Vif-A3G inh, Glioma ERSR ind, USP1 inh
- CCCCC(=O)N1CCN(c2ccc(OC)cc2[N+](=O)[O-])CC1
 : -10%, 4%, 3%, 0%, -6, -13%, -8%, -5%, -7%
- COc1ccc(Oc2c(C)nc(SCC(=O)c3ccc(Cl)cc3)[nH]c2=O)cc1
 : -17%[57.1 µM], 0%, 0%, -21%, -5, 14%[57.1 µM], -4%, -4%, -20%
- Cc1ccccc1C(=O)NNC(=O)CCC(=O)Nc1cccc(Cl)c1C
 : 5%, 0%, -15%, 44%, 0, 22%, -11%, 5%, 2%
- CCCCn1c(N)c(N(CCC(C)C)C(=O)c2ccc(COc3ccccc3)o2)c(=O)[nH]c1=O
 : 5%, -2%, -2%, 14%, -4, 18%, -4%, -2%, -5%
- Cc1ccc(C(=O)Nc2ccccc2N2CCN(C(=O)C(C)C)CC2)cc1
 : -4%, 3%, -5%, -24%[56.9 µM], -10, 4%, -3%, -6%, -16%
- O=C(Nc1ccc2c(c1)CCC2)C1CCN(c2c3c(nc4ncnn24)CCC3)CC1
 : 7%[57.1 µM], 9%, -4%, -14%, -2, -5%, 5%, 3%, -6%
- CC(C)c1ccc(CNC(=O)C(=O)NCCCn2ccnc2)cc1
 : 4%[57.1 µM], 18%, 4%, -12%, -8, 16%[57.1 µM], -1%, -3%, -23%
- COC(=O)c1c(NC(=O)c2ccccc2)sc2c1CC(C)(C)NC2(C)C
 : 1%, -14%, -3%, -7%, -7, 24%, 1%, 8%, -20%
- COc1ccc(S(=O)(=O)NCCc2csc(-c3ccc(F)cc3)n2)cc1F
 : 2%[57.1 µM], -5%, -7%, u, 2, 12%[57.1 µM], -12%, -3%, -8%
- Cc1cc(C)c2nc(N(CCCN(C)C)C(=O)C3=COCCO3)sc2c1
 : -6%, 2%, 8%, -7%, -4, -10%, 1%, -1%, -13%
- CCn1c(COc2ccc(C)cc2)nnc1SCC(=O)Nc1ccc2c(c1)OCCO2
 : -1%, 8%, 5%, -14%, -2, -4%, 4%, -2%, -11%
- OC(CN1C2=NCCCN2c2ccccc21)c1ccc2c(c1)OCO2 (stereo not drawn)
 : -10%, -6%, -16%, 1%, 0, -8%, -4%, -3%, 3%
- O=C(CCCN1C(=O)C(c2ccccc2)Oc2cccnc21)NCc1ccccc1Cl (stereo not drawn)
 : -3%, 3%, 1%, 8%, -1, 9%, 0%, -5%, -20%
- Cc1ccc(C)c(NC(=O)NC2CCCCCCC2)c1
 : 3%, -13%, -12%, 39%, -2, 22%, 0%, -1%, -16%
- Cc1ccccc1NC(=O)COC(=O)c1n[nH]c(=O)c2ccccc12
 : 2%, -3%, u, -36%, -5&1, 13%, 3%, -3%, 1%
- CCN(CC)S(=O)(=O)c1ccc(NC(=O)Cn2cnc3ccccc3c2=O)cc1
 : 8%[57.1 µM], 3%, 5%, 24%, -2, 16%[57.1 µM], -1%, -2%, -10%
- COCCn1c(SCC(=O)N2CCOCC2)nc2ccccc2c1=O
 : -11%[57.1 µM], 6%, -1%, -13%, 3, 32%[57.1 µM], -2%, -4%, -7%
- CCNc1ccc(-c2nc(-c3ccco3)no2)cc1[N+](=O)[O-]
 : -12%, -4%, -7%, -32%, -4, -13%, -4%, 1%, -14%
- CCOC(=O)c1c(-c2ccccc2)csc1NC(=O)CCN1C(=O)c2ccccc2C1=O
 : -2%, 1%, -2%, -9%, 1, 7%, 0%, -3%, -18%
- CCCc1cc(=O)oc2cc(C)c3c(C(C)(C)C)coc3c12
 : -3%, -7%, 1%, -12%, 7, 11%, 0%, -3%, -23%

The closing two compounds of the part before lead into the next:
Screens in order – TrxR1 substrate, IDH1 R132H inh, Vif-A3F inh, RGS4 inh, LDHA block, rTrxR1 inhibitor, Vif-A3G inh, Glioma ERSR ind, USP1 inh
- CCOC(=O)c1c(-c2ccccc2)csc1NC(=O)CCN1C(=O)c2ccccc2C1=O
 : -2%, 1%, -2%, -9%, 1, 7%, 0%, -3%, -18%
- CCCc1cc(=O)oc2cc(C)c3c(C(C)(C)C)coc3c12
 : -3%, -7%, 1%, -12%, 7, 11%, 0%, -3%, -23%
- O=C(Nc1nc2ccc(Br)cc2s1)c1ccco1
 : -11%[57.1 µM], -1%, -1%, 18%, -7, -12%[57.1 µM], 0%, -7%, -11%
- CCN(CC)S(=O)(=O)c1cc(NC(=O)C(C)N2CCc3ccccc32)ccc1C (stereo not drawn)
 : -5%, -13%, -2%, -8%, -3, 3%, -1%, -5%, -16%
- Cc1ccc(C)c(OCCC(=O)Nc2ccc(S(=O)(=O)N3CCCC3)cc2)c1
 : -9%, -3%, 0%, 26%, 0, 21%, -8%, -4%, -22%
- O=C(CN1CCc2ccccc21)NN1CC(=O)N(c2ccccc2)CC1=O
 : -4%, -3%, -3%, -10%, -1, -4%, 4%, -4%, -14%
- CC(=O)c1cccc(S(=O)(=O)NCCC(=O)NC2CCCCCC2)c1
 : 1%, 4%, -10%, 22%, -3&8, 17%, 0%, -5%, -11%
- COc1ccc(Oc2ncnc3sccc23)cc1
 : 2%[57.1 µM], 5%, 5%, -2%, -1, 22%[57.1 µM], 2%, 2%, -20%
- CC1(c2ccc(OC(F)F)cc2)NC(=O)N(CC(=O)Nc2ccc(S(N)(=O)=O)cc2)C1=O (stereo not drawn)
 : 1%, -7%, 10%, 2%[56.9 µM], -3, 40%, 1%, -3%, -10%
- CCOC(=O)c1ccccc1NC(=O)COC(=O)CCNS(=O)(=O)c1ccccc1
 : -1%, 3%, 1%, -3%, -8, 1%, -5%, -5%, -23%
- COc1ccc(-n2nc(C(=O)N3CCN(c4cccc(C)c4C)CC3)c3c4ccccc4n(C)c3c2=O)cc1Cl
 : -3%, 0%, 1%, -10%, -13, 11%, 4%, -3%, -8%
- COc1ccc(-c2nc3ccccc3c(C(=O)Nc3ccc(S(=O)(=O)Nc4cc(C)on4)cc3)c2C)cc1
 : 4%[57.1 µM], 3%, 5%, -9%, -10, 9%[57.1 µM], -24%, -5%, 2%
- Cc1n[nH]c(=O)n1-c1ccc(Oc2ccccc2)cc1
 : -4%, 1%, 1%, -13%, -7, -10%, 4%, -2%, -10%
- Cc1ccc(C)c(CN2C(=O)c3ccccc3S(=O)(=O)c3ccc(C(=O)NCCC4=CCCCC4)cc32)c1
 : 5%, x, x, -14%, -9, 33%, x, x, -15%
- Cn1c(C(=O)OCC(=O)NCCc2ccccc2)cc2sccc21
 : -1%, 3%, 3%, 8%, 0, 15%, 0%, -2%, u
- CC1=C(c2ccc(F)cc2)S(=O)(=O)N=C1N1CCC(C(=O)NCCc2ccccc2)CC1
 : 5%[57.1 µM], x, x, -14%, -6, 12%[57.1 µM], x, x, -1%
- CCOc1ccc(-n2c(C)c3c(C)nnc(C)c3c2C)cc1
 : x, 2%, 1%, x, 4, x, 0%, -6%, -24%
- Cc1cc(C(=O)OCC(=O)Nc2ccccc2C(F)(F)F)on1
 : 7%[57.1 µM], 9%, -1%, 25%, -4, -3%, -2%, -2%, 1%
- CCCCN(C(=O)CNC(=O)c1ccco1)C(C(=O)NC1CCCCC1)c1cccnc1 (stereo not drawn)
 : 2%, 0%, -10%, -3%, -2, 14%, 4%, -2%, -21%
- O=C1NC(=O)C(=O)N1
 : 5%, 1%, -5%, 3%, -8, 11%, -2%, 4%, -22%
- CC(C)CNC(=O)C(=O)NNC(=O)C1CCCCC1
 : 9%, 2%, -8%, -17%, 1, 23%, 4%, -4%, 6%
- Cc1onc(-c2ccccc2)c1C(=O)Nc1cccc(C#N)c1
 : 5%, 12%, 0%, 0%, 5, 1%, -10%, -2%, -20%
- CNC(=S)N(Cc1ccc(OC)cc1)Cc1cc2ccc(C)cc2[nH]c1=O
 : -5%, 7%, -13%, u, -4, 5%[57.1 µM], 0%, -4%, 1%
- COc1cc(CN(C(=O)c2cccc(Cl)c2)c2ccccn2)cc(OC)c1OC
 : -1%, -2%, -1%, 10%, -2, 15%, 1%, -2%, -15%

Compound profiles (already shown). Order of values: TrxR1 substrate, IDH1 R132H inh, Vif-A3F inh, RGS4 inh, LDHA block, rTrxR1 inhibitor, Vif-A3G inh, Glioma ERSR ind, USP1 inh
CCN(CC)S(=O)(=O)c1cc(NC(=O)C(C)N2CCc3ccccc32)ccc1C (stereo not drawn) reads -5%, -13%, -2%, -8%, -3, 3%, -1%, -5%, -16%
COC(=O)c1c(NC(=O)c2ccccc2)sc2c1CC(C)(C)NC2(C)C reads 1%, -14%, -3%, -7%, -7, 24%, 1%, 8%, -20%
CC(=O)c1cccc(S(=O)(=O)NCCC(=O)NC2CCCCCC2)c1 reads 1%, 4%, -10%, 22%, -3&8, 17%, 0%, -5%, -11%
